INS promoter inh – inhibitors of insulin promoter-driven GFP, primary screen, imaging, TRM-6 cells (human fetal islet line), eGFP reporter, cell count | reporter expression induced with tamoxifen | inhibition, % at 2 µM | actives 0.9% (n = 130,000) | AID 1273, 2008;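 active means inhibition above the mean plus 3 SD, with well images judged a real hit on visual review, cut at about 60% in these data, passing the limit was not always enough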
SDO1 yeast rescue – growth rescue of sdo1-depleted yeast, primary screen, S. cerevisiae, bone marrow failure model. S. cerevisiae sdo1-depleted JHY4D growth rescue, OD600 30 h; active compounds read high; pdr5 snq2 efflux-pump mutant strain. z-score at 10 µM. actives 0.21% (n = 140,000);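 active means z-score above 3 at both the 24 hr and the 30 hr optical density reads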;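 further: z-score against mean and SD of all compound wells on the same plate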
SDO1 yeast rescue Rescue 24 h – also measured in SDO1 yeast rescue; calls as there; z-score; S. cerevisiae sdo1-depleted JHY4D growth rescue, OD600; measured here: growth rescue at 24 h;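 0 is the plate mean of compound wells and units are plate SD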
* marks the source's active call; other numbers are inactive results; nt = no result given; & = joins results of further samples; [ ] = remark or other dose.

SMILES	INS promoter inh	SDO1 yeast rescue	SDO1 yeast rescue Rescue 24 h
CNc1nc(OCC#N)nc(N2CCCCC2)n1	21.4	nt	nt
COC(=O)CN1C(=O)C(O)(CC(=O)c2ccc(Cl)cc2)c2ccccc21 (stereo unspecified)	10.0	1.52	1.45
O=C(c1cc(-c2ccc(Cl)cc2)n(-c2ccc(Cl)c(Cl)c2)n1)N1CCOCC1	27.3	-0.86	0.58
CCN1CCCC1CN(Cc1cc2ccc(C)cc2[nH]c1=O)C(=S)Nc1ccc(OC)cc1 (stereo unspecified)	-25.0	0.99	-0.12
Cc1cccc(CCNS(=O)(=O)c2ccc3c(c2)n(C)c(=O)c(=O)n3C)c1	nt	0.03	-0.89
COc1ccc(N2CCN(C(=O)COc3ccc(Cl)cc3Cl)CC2)cc1	-12.5	-0.51	-0.32
CC(=O)N(CN1C(=O)CCC1=O)c1cccc(Cl)c1	nt	0.29	-0.65
COc1ccccc1N1CCN(Cc2cccc(OC)c2OC)CC1	-7.7	-0.3	-0.53
CCOc1ccc(C(=O)N2CCCC2)cc1	38.5	1.77	1.84
Cc1cc([N+](=O)[O-])c2[nH]c(C(=O)N/N=C/c3ccccc3C(=O)O)c(-c3ccccc3)c2c1	-20.4	-1.29	-0.99
COc1ccccc1NC(=O)COc1ccc(Br)cc1CNCCCN1CCOCC1	-14.3	nt	nt
COc1ccc(-n2c(C)cc(C(=O)COC(=O)Cn3cnc4ccccc43)c2C)cc1	nt	-1.25	-1.13
CC(C)c1ccc(/C=C/C(=O)NC2=NCCS2)cc1	nt	-0.89	1.4
CCOc1ccc(NC(=O)CCC(=O)c2ccc(-c3ccccc3)cc2)cc1	29.7	-0.21	-0.28
CCOC(=O)c1cccc(NC(=O)CNC(=O)C2CCCCC2)c1	-46.7	-0.26	-0.77
CC1(C)CC(=O)C(C=NCc2ccccn2)=C(O)C1	-54.5	-0.91	-1.12
CC1CC(=O)N(CC(=O)Nc2ccc3c(c2)OCO3)c2ccccc2S1 (stereo unspecified)	-21.9	-1.76	-1.12
O=C(Nc1c(C(=O)N2CCCCC2)cnn1-c1ccccc1)c1ccccc1	nt	1.33	2.22
O=C(Nc1ccccc1)N(O)c1ccc(Cl)cc1	0.0	3.32*	3.83*
CC(C)OP(=O)(OC(C)C)C(O)c1ccc2c(c1)OCO2 (stereo unspecified)	-15.6	0.79	0.78
CC(C)(C)C1=Nn2c(nnc2-c2n[nH]c3c2CCC3)SC1	nt	0.48	-0.15
O=C1OCc2cc(NC(=O)C3CCCO3)ccc21 (stereo unspecified)	27.3	0.32	0.14
O=C(COc1ccccc1)Nc1ccc(N2CCN(C(=O)c3ccco3)CC2)cc1	-53.3	nt	nt
CN(CCO)c1cc(N2CCN(C(=O)c3ccco3)CC2)c2nonc2c1[N+](=O)[O-]	60.0	0.52	0.03
CCc1nnc(NC(=O)CSc2nnc(COc3cccc(C)c3)o2)s1	75.0*	-0.9	-0.21

An excerpt of these results, with values ahead of the structure.
INS promoter inh,SDO1 yeast rescue,SDO1 yeast rescue Rescue 24 h,SMILES
-12.5,-0.51,-0.32,COc1ccc(N2CCN(C(=O)COc3ccc(Cl)cc3Cl)CC2)cc1
-7.7,-0.3,-0.53,COc1ccccc1N1CCN(Cc2cccc(OC)c2OC)CC1
nt,-1.25,-1.13,COc1ccc(-n2c(C)cc(C(=O)COC(=O)Cn3cnc4ccccc43)c2C)cc1
0.0,3.32*,3.83*,O=C(Nc1ccccc1)N(O)c1ccc(Cl)cc1
21.4,nt,nt,CNc1nc(OCC#N)nc(N2CCCCC2)n1
nt,1.33,2.22,O=C(Nc1c(C(=O)N2CCCCC2)cnn1-c1ccccc1)c1ccccc1
-14.3,nt,nt,COc1ccccc1NC(=O)COc1ccc(Br)cc1CNCCCN1CCOCC1

An excerpt from above in order of their number in INS promoter inh, falling:
SMILES	INS promoter inh	SDO1 yeast rescue	SDO1 yeast rescue Rescue 24 h
CCOc1ccc(C(=O)N2CCCC2)cc1	38.5	1.77	1.84
O=C(Nc1ccccc1)N(O)c1ccc(Cl)cc1	0.0	3.32*	3.83*
CC(C)OP(=O)(OC(C)C)C(O)c1ccc2c(c1)OCO2 (stereo unspecified)	-15.6	0.79	0.78

Entries of single compounds, quoted from the list. Values in the order: INS promoter inh, SDO1 yeast rescue, SDO1 yeast rescue Rescue 24 h
CC1(C)CC(=O)C(C=NCc2ccccn2)=C(O)C1 as listed: -54.5, -0.91, -1.12
CN(CCO)c1cc(N2CCN(C(=O)c3ccco3)CC2)c2nonc2c1[N+](=O)[O-] as listed: 60.0, 0.52, 0.03
Cc1cccc(CCNS(=O)(=O)c2ccc3c(c2)n(C)c(=O)c(=O)n3C)c1 as listed: nt, 0.03, -0.89

Next section.
SMILES	INS promoter inh	SDO1 yeast rescue	SDO1 yeast rescue Rescue 24 h
CCSc1nc(N)c2c3c(sc2n1)CN(C)CC3	nt	0.48	-0.34
N=c1n(CC(=O)O)c2ccccc2n1Cc1ccccc1Cl	-3.5	0.03	-0.42
C=CCN(c1ccccc1)S(=O)(=O)c1ccc2c(c1)oc(=O)n2C	nt	0.82	0.45
CCCC(=O)NC(c1ccc(N(C)C)cc1)c1c(O)ccc2ccccc12 (stereo unspecified)	30.8	-0.86	-0.64
CC(=O)OCc1nc2sc3c(c2c(=O)[nH]1)CCCC3	-60.0	-0.33	-1.01
CCOc1ccc2c(c1)c(C(C)=O)c(C)n2-c1ccccc1	-4.2	-1.71	-1.59
CC(=O)N1N=C(c2ccc(Br)cc2)CC1c1cn(C)c2ccccc12 (stereo unspecified)	-81.0	-1.19	-0.77
CC(=O)Nc1nc(SCc2ccc(Cl)cc2Cl)n[nH]1	11.6	-0.14	0.87
O=C(NCCSc1c[nH]c2ccccc12)C1CC1	nt	0.98	0.33
COc1ccccc1N1CCN(C(=O)c2cc3n(n2)C(C(F)(F)F)CC(c2ccco2)N3)CC1 (stereo unspecified)	-39.4	0.15	-0.82
O=C(c1cccc(COc2cccc3ccccc23)c1)N1CCCC1	-276.2	-1.52	0.03
CC(C)(C)c1ccc(C(=O)CCCSC2=C(C#N)C(c3ccco3)C3=C(CCCC3=O)N2)cc1 (stereo unspecified)	-28.6	-0.86	-1.21
CC(C)(C)N1CC2(c3ccccc3)CN(C(C)(C)C)CC(c3ccccc3)(C1)C2=O	-20.0	0.65	1.17
COc1ccc(C(=O)NCCCN2CCCC2=O)cc1	-6.5	0.66	0.2
CC(=O)Nc1cc(C(=O)N2CCCC2)ccc1S(=O)(=O)c1ccc(Cl)cc1	-27.8	0.18	0.47
Cc1ccc(=O)n(C(C(=O)NCc2ccco2)C(=O)c2ccc(F)cc2)c1 (stereo unspecified)	-3.0	0.6	0.22
CNC(C)c1cc(OC)ccc1OC (stereo unspecified)	2.9	0.06	0.55
COc1ccccc1C(=O)N1CCN(c2nc3cc(C)c(C)cc3cc2C#N)CC1	33.3	-1.86	-1.43
CC(C)C(c1nnnn1Cc1cccs1)N1CCN(C2CCCC2)CC1 (stereo unspecified)	20.0	0.23	-0.38
Cc1cc(C)n(C2=NS(=O)(=O)c3ccccc32)n1	-17.5	0.48	0.22
COCCn1c(=NC(=O)CSCC(=O)NC2CCCCC2)sc2cc(OC)ccc21	nt	-0.43	0
CCc1cccc(C)c1NC(=O)CN(C)Cc1cccc(F)c1	nt	-0.13	-0.25
Cc1ccc(CCNC(=O)CN(C)S(=O)(=O)c2ccc3c(c2)c(=O)n(C)c(=O)n3C)cc1	nt	0.73	-0.11
CNc1ccccc1C(C)(C)c1cc(-c2ccco2)n[nH]1	nt	0.8	0.55
O=C(CN1C(=O)CSc2ncccc21)N1CCOCC1	nt	0.88	0.08

Remaining list, next part:
SMILES	INS promoter inh	SDO1 yeast rescue	SDO1 yeast rescue Rescue 24 h
CCn1c(SCC(=O)NCc2ccc(F)cc2)nc2c(c1=O)SC(C)C2 (stereo unspecified)	-10.0	0.92	0.79
Cc1ccc(C(=O)Nc2ncc(Cc3ccc(SC(F)F)cc3)s2)cc1	nt	-0.21	1.04
Cc1ccc(CNC(=O)CCc2c(C)nc3ncnn3c2C)cc1	33.3	-0.3	-1.13
CC(NC(=O)C1CCCCC1)C(=O)NC1=NCCS1 (stereo unspecified)	-17.9	1.27	0.59
N#C/C(=C(/O)COc1cccc2ccccc12)c1nc2ccccc2[nH]1	6.8	0.11	1.19
CCCNS(=O)(=O)c1ccc(OCC(=O)OC)cc1	-52.9	0.93	-0.45
O=C(NC(Nc1cc(C(F)(F)F)ccc1Cl)C(=O)c1ccccc1)c1ccccc1 (stereo unspecified)	6.5	-1.5	-0.53
COc1cc(/C=N/n2c(SC)nnc(C(C)(C)C)c2=O)ccc1O	76.9*	0.28	1.35
Cc1ccc(CC2C(=O)N(CC(=O)O)C(=O)C2C)cc1 (stereo unspecified)	-3.6	-0.12	-1.1
Cc1ccc(Cn2nc(C)c(NC(=O)c3noc4c3CCCCC4)c2C)cc1	-226.9	-0.65	0.74
CC(C)C(C(=O)NC(C)(C)C)N1C(=O)c2ccccc2C1=O (stereo unspecified)	-37.1	-0.22	-0.46
COc1ccccc1C(=O)OCc1c(F)cccc1Cl	-10.7	0.37	0.62
O=C(CCS(=O)(=O)c1ccccc1)Nc1ccc2c(c1)OCO2	-27.3	nt	nt
O=C(Nc1ccc2c(c1)CCC2)C1CCCN(c2ncccn2)C1 (stereo unspecified)	14.3	-0.29&-1.24	-0.16&-0.65
CCCc1nc2oc3c(=O)[nH]cnc3c2c2c1CCCC2	-57.1	-0.53	0.55
CCC(C)NC(=O)c1ccccc1NC(=O)C(C)N(c1ccccc1)S(C)(=O)=O (stereo unspecified)	-71.4	0.01	-0.68
CC(C)Nc1nc(NC(C)C)nc(Oc2ccc(OCc3ccccc3)nn2)n1	14.8	0.39	-1.47
CCCCN(CCCC)c1ncnc2nc[nH]c12	35.7	nt	nt
CC1CCC(C(C)C)C(OC(=O)Cn2c(-c3ccc(Br)cc3)[n+](C)c3ccccc32)C1 (stereo unspecified)	0.0	nt	nt
CCOC(=O)C1CCN(C(=O)COc2cc(C)c(Br)cc2C)CC1	38.1	-0.42	-0.34
CC(OC(=O)c1ccccc1O)C(=O)Nc1ccc(Cl)cn1 (stereo unspecified)	-94.7	nt	nt
CCN(CC)c1ccc(CN(C(=O)c2ccco2)C2CCS(=O)(=O)C2)cc1 (stereo unspecified)	41.9	0.72	0.22
COc1cc2c(cc1OC)C(C(=O)N1CCCCC1)C(c1ccccc1F)N(C)C2=O (stereo unspecified)	nt	1.32	0.98
COC(=O)CCN(C(=O)c1cc([N+](=O)[O-])cc([N+](=O)[O-])c1)c1ccccn1	0.0	nt	nt
C=CCn1c(SCc2c(C)noc2C)nc2cc(C(=O)O)ccc2c1=O	55.6	0.01[7.2 µM]	-0.56

The listing continues.
SMILES	INS promoter inh	SDO1 yeast rescue	SDO1 yeast rescue Rescue 24 h
COc1ccc(NC(=S)NN2CCN(C)CC2)cc1	23.3	0.04	-0.89
O=C(c1ccc(Cn2cc([N+](=O)[O-])cn2)o1)N1N=C(C(F)F)CC1(O)C(F)F (stereo unspecified)	6.7	1.22	0.87
O=C(Cc1cccs1)Nc1ccccc1C(=O)O	18.4	0.65	0.59
Cn1c(N2CCN(C(=O)Nc3ccc(F)cc3)CC2)nc2ccccc21	-143.8	0.39	0.36
Cc1nc2cc(N3CCCCC3)c(NC(=O)c3ccncc3)cc2c(=O)n1Cc1ccccc1	23.9	-0.64	0.07
CCOC(=O)COc1cc(-n2c(=S)[nH]c3ccccc3c2=O)c(Cl)cc1Cl	-81.8	nt	nt
CC(C)(C)NC(=O)c1ccc2c(c1)C1C3CCC(C3)C1C(c1ccccc1)N2 (stereo unspecified)	-96.9	-0.53	-0.03
O=C(CCn1nnc(-c2cccs2)n1)N1CCc2ccccc2C1	nt	-0.49	-0.46
COc1ccc(C(c2sc3nc(C)nn3c2O)N2CCc3ccccc3C2)cc1 (stereo unspecified)	-20.0	-0.07	0.92
CCN1CCn2c1nc(N1CCOCC1)nc2=O	60.0	0.04	-0.03
COC(=O)c1cccc(N2C(=O)c3cccnc3C2=O)c1	-18.2	0.74	0.7
Cc1onc(-c2ccccc2Cl)c1C(=O)N1CCc2ccccc2C1	13.5	-1.14	-0.91
Cc1ccc(C2OC(=O)c3ccccc32)cc1 (stereo unspecified)	-8.3	0.16	0.2
O=c1[nH][nH]c(C(F)(F)F)c1C=NCc1ccccc1Cl	7.1	0.48	0.15
O=C(N/N=C/c1cccc(C(F)(F)F)c1)c1cc2c(s1)-c1ccccc1CC2	36.7	-1.28	-0.41
COC(=O)[C@@H](NC(=O)NCc1ccc(F)cc1)C(C)C	13.0	-0.16	-0.4
Cc1cccc(-c2nc(CS(=O)CC(=O)N3CCN(C)CC3)c(C)o2)c1 (stereo unspecified)	nt	1.36	1.47
CC1CCN(C(=O)C2CCN(S(=O)(=O)c3cccc4nonc34)CC2)CC1	-13.6	0.39	0.44
CCC(=O)Nc1c(OC(=O)CC)ccc2c(C)cc(=O)oc12	nt	-0.16	-0.18
C/C(=N\NC(=O)Cc1c(C)[nH][nH]c1=O)c1ccc2ccccc2c1	nt	0.87	0.38
CCOc1ccc(NC(=O)C2CC(=O)N3CCCN=C3S2)cc1 (stereo unspecified)	10.5	-0.09	-0.45
Cn1c(=O)c2c(nc(NCc3ccccc3)n2C)n(C)c1=O	2.8	0.18	-0.13
CN(C)C(=O)COC(=O)[C@H](Cc1ccccc1)NC(=O)c1ccco1	26.7	1.04	0.85
C/C(=N\N=C(N)N)c1cc(Cl)ccc1Cl	11.8	nt	nt
O=C(Cn1cc(C(=O)c2ccco2)c2ccccc21)NCc1ccco1	-97.3	0	0.2
